# Screens deposited in PubChem by National Center for Advancing Translational Sciences (NCATS).
# TDP1 cell noCPT: qHTS for Inhibitors of human tyrosyl-DNA phosphodiesterase 1 (TDP1): qHTS in cells in absence of CPT; hit rate 15% among 420,000; AID 686978, 2013; Potency, µM (doses to about 46.2 µM), without a hit: top-dose activity change, negative = growth inhibition, hits mostly inhibitors; DT40 Tdp1-/- hTDP1 cells, no CPT, ATP luminescence, 48 h; note: nearly all actives have a fitted effect of over 55% in size
#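 Chicken DT40 Tdp1-/- cells complemented with human TDP1, screened without camptothecin (DMSO vehicle only), 400 cells/well. Compounds pin-transferred, cells incubated at 37 °C for at least 48 hr. Growth read as ATP-dependent luminescence (CellTiter-Glo, 30 min at RT).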
# TDP1 cell CPT: qHTS for Inhibitors of human tyrosyl-DNA phosphodiesterase 1 (TDP1): qHTS in cells in presence of CPT; hit rate 12% among 420,000; Potency, µM (highest dose often 46.2 µM), for the others: at the top dose activity change, negative = growth inhibition, usual class: inhibitors; chicken DT40 Tdp1-/-;hTDP1 cells + 20 nM CPT, ATP luminescence, 48 h; note: nearly all actives have a fitted effect of over 55% in size
#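 Chicken DT40 Tdp1-/- cells stably complemented with human TDP1 were seeded at 400 cells/well in medium containing 20 nM camptothecin, exposed to pin-transferred compounds, and grown at 37 °C for at least 48 hr. Viability was read as ATP luminescence.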
# KAT2A inh: qHTS Assay for Inhibitors of GCN5L2; GCN5L2 HAT assay, ThioGlo1 CoA-SH fluorescence; hit rate 0.21% among 390,000; Histone acetyltransferase KAT2A (Homo sapiens), Q92830; Potency, µM (titrated, usually from 58.9 µM), for inactives: at the highest dose activity change, negative = inhibition, hits mostly inhibitors; AID 504327, 2011
# Target sequence (Q92830 whole entry, looked up): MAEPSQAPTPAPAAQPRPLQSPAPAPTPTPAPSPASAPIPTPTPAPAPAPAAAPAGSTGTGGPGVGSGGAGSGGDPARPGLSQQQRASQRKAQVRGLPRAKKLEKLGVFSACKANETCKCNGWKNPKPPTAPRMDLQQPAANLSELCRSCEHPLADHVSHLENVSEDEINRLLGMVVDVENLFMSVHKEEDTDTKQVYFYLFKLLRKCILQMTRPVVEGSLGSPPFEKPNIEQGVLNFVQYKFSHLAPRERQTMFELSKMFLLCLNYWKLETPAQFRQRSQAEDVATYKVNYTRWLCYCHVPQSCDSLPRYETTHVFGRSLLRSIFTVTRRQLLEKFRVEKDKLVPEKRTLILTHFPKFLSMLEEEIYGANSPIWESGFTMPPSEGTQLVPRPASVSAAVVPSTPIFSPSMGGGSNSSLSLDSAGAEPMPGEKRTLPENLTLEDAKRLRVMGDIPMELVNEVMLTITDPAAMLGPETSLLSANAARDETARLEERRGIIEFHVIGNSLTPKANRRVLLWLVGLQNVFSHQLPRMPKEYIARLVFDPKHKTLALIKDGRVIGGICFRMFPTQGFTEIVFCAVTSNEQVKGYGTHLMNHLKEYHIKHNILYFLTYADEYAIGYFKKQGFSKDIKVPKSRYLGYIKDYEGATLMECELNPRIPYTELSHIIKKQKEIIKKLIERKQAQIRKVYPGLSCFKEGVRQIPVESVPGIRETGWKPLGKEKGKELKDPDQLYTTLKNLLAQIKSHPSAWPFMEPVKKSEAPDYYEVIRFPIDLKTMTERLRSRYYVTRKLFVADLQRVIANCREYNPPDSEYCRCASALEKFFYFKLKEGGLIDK
#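 Preincubate 20nM GCN5L2 with compound 15 min, RT → add 50uM ThioGlo1 + 75uM H3(1-25) + 70uM acetyl-CoA → read fluorescence 0 and 20 min. Primary qHTS; fluorescent artifacts likely.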
# An asterisk follows results filed as active; u = inconclusive; x = no result given; & = joins results of further samples; [ ] = remark or other dose. Calls come from the whole dose curve; as a rule, active = well fitted curve in the direction sought with a large enough effect; inconclusive = small, poorly fitted or top-dose-only effect, or another doubt; inactive = no such curve, though single readings can be large; an effect the other way counts as inactive or inconclusive. % is set by controls: 0 for no effect and ±100 for the full control effect; potency is the fitted concentration of half-maximal effect.
Compound	TDP1 cell noCPT	TDP1 cell CPT	KAT2A inh
O=C(CSc1nnc(-c2ccc(F)cc2)o1)N1CCCc2ccccc21	18µM*	u	-11%
CC(=O)N1N=C(c2ccc3ccccc3c2)OC1(C)C	u	18µM*	0%
COc1cc([N+](=O)[O-])cc2sc(NC(=O)c3c(F)cccc3F)nc12	10%	1%	-3%
COC(=O)CC1SC(=O)NC1=O (centres undefined)	1%	6%	-4%[0.501 µM]
CCOc1ccc(-n2c(C)c3c(C)nnc(C)c3c2C)cc1	2.1µM*	2.9µM*	x
O=C(O)CNC(=O)c1ccccc1F	5%	-7%	-4%
CCC(CC)c1nnc(NC(=O)Cc2cccs2)s1	2%	1%	2%
CSc1cccc(NS(=O)(=O)c2cn(C)c(C)n2)c1	u	-17%	4%
CC1=C(c2ccc(C)c(C)c2)S(=O)(=O)N=C1N1CCC(C(=O)NCCc2ccc(Cl)cc2)CC1	7.3µM*	13µM*	-12%
C=C(C)CSc1nnc(-c2ccc(OC)c(OC)c2)n1N	-6%	-7%	0%

# Among those listed so far, these have two or more sulfur atoms.
Compound	TDP1 cell noCPT	TDP1 cell CPT	KAT2A inh
CCC(CC)c1nnc(NC(=O)Cc2cccs2)s1	2%	1%	2%
CSc1cccc(NS(=O)(=O)c2cn(C)c(C)n2)c1	u	-17%	4%

# (list continues)
Compound	TDP1 cell noCPT	TDP1 cell CPT	KAT2A inh
CCOC1=C2CN(S(=O)(=O)c3ccc(C)cc3)[C@H](c3ccccc3)C[C@@H]2N(S(=O)(=O)c2ccccc2C)[C@H](c2ccccc2)C1	u	-29%	x
COCCOC(=O)c1c(C)oc2ccc(OCC=C(C)C)cc12	-17%	-5%	-18%
O=C(Cn1nc2n(c1=O)-c1ccccc1SC2)N/N=C/c1cccs1	u	u	5%
CC(C)C[C@@H](COCc1ccc([N+](=O)[O-])cc1)N1CCN(C(=O)c2ccc(C(F)(F)F)cc2)CCC1=O	16µM*	u	x
CCOC(=O)C1(Cc2ccccc2C(F)(F)F)CCN(C(=O)c2cc(C(C)=O)n[nH]2)CC1	u	u	-9%
CCC(C)NC(=O)c1ccc(CSCc2ccccc2Cl)o1 (centres undefined)	u	u	-1%
CCOC(=O)c1c(NC(=O)CN2C(=O)NC3(CCC(C)CC3)C2=O)sc(C)c1CC (centres undefined)	-8%	-6%	-4%
COc1ccc(S(=O)(=O)N(C)c2ccc(C(=O)NCC3CCCO3)cc2)cc1 (centres undefined)	-8%	-21%	1%
Cc1[nH]nc2c1C(c1ccc(F)cc1)C(C#N)=C(N)O2 (centres undefined)	3%	-1%	3%
COc1ccccc1CNC(=O)c1cc(-c2ccccc2)nn1CC1CC(c2cccc([N+](=O)[O-])c2)=NO1 (centres undefined)	15µM*	10µM*	x

# Other compounds.
Compound	TDP1 cell noCPT	TDP1 cell CPT	KAT2A inh
COc1ccc2c(c1)OC[C@H]1[C@H]2N2C(=O)CN(CCc3c[nH]c4ccccc34)C(=O)[C@@]2(C)[C@H]1c1ccccc1	u	u	-9%
Cc1ccc(C(=O)Cn2c3[n+](c4ccccc42)CC(O)CS3)cc1 (centres undefined)	0%	19%	0%
CNC1(c2nnnn2-c2ccccc2C)CCOC(C)(C)C1 (centres undefined)	u	u	1%
O=C(O)c1ccccc1/C=N/Nc1ccc(S(=O)(=O)Nc2ccc(Cl)cc2)cc1[N+](=O)[O-]	23%	-4%	x
COc1ccc(N2C(=NC(=O)C3CCCO3)SC3CS(=O)(=O)CC32)cc1 (centres undefined)	3%	-2%	-5%
CCn1c(=NC(=O)c2ccco2)sc2cccc(F)c21	u	u	-19%
Cc1c(C(=O)OC2CCC(C)CC2)[nH]c2c1C(=O)CC(c1ccc(F)cc1)C2 (centres undefined)	18µM*	u	-1%
CCN(C(=O)CSC1=Nc2ccccc2C2CC=NN12)C1CCS(=O)(=O)C1 (centres undefined)	u	u	-1%
O=C(NCC1Cc2cc(F)cc(-c3cnccn3)c2O1)c1cccc(-c2ccccc2F)c1 (centres undefined)	23µM*	12µM*	x
Cc1ccccc1C(=O)NC1CCN(CC(=O)Nc2c(C)cccc2C)CC1	-24%	-22%	-4%

# Next part:
Compound	TDP1 cell noCPT	TDP1 cell CPT	KAT2A inh
CC(C)CCNC(=O)NC(=O)CSc1ccc(S(=O)(=O)N2CCOCC2)cn1	-7%	u	-17%
CCc1ccc(N2C(=O)CN(S(=O)(=O)CC)CC2(C)C(=O)NC2CCCCC2)cc1 (centres undefined)	-20%	-11%	-12%
Cc1ccc(S(=O)(=O)Nc2ncnc3sccc23)cc1C	1%	-20%	-2%
O=C(CCc1nc2ccccc2n1-c1ccccc1)NCCO	-20%	25%	2%
Clc1ccc(N(CC2CO2)CC2CO2)cc1 (centres undefined)	0.65µM*	0.46µM*	x
CCC(CC)C(=O)Nc1ccc(-c2cn3cccnc3n2)cc1	-23%&-28%	-4%&-16%	u
CCOc1ccc(C(=O)CCC(=O)NC(CC(C)C)C(=O)OC)cc1 (centres undefined)	6%	4%	-2%
CCCCC(=O)Nc1ncc(Br)s1	-12%	-23%	-6%
O=C(Nc1ccc2c(c1)OCO2)Nc1cnccn1	u	u	-5%
COc1ccccc1N1CCN(c2ccc([N+](=O)[O-])cc2Cl)CC1	12µM*	15µM*	-10%

# Additional entries.
Compound	TDP1 cell noCPT	TDP1 cell CPT	KAT2A inh
O=C(O)c1ccc([N+](=O)[O-])nc1	7%	-20%	x
Brc1ccc2c(c1)[C@H]1OCC[C@H]1[C@@H](c1cccs1)N2	u	u	-8%
O=S(=O)(c1ccc2c(c1)CCN2)N1CCCCCC1	-11%	-7%	1%
COCC(=O)N1CCC(Oc2ccc(C(=O)NC3Cc4ccccc4C3)cc2)CC1	-30%	-26%	2%
CCOC(=O)C1CCN(c2ncnc3nc[nH]c23)CC1	-26%	-1%	-5%
c1ccc(CNc2ncncc2-c2cccnc2)cc1	-4%	-2%	-8%
CCOC(=O)C1CCCN(C(=O)CN2C(=O)/C(=C/c3ccc(OC)cc3)Oc3ccccc32)C1 (centres undefined)	13µM*	u	u
Cc1nnc(NC(=O)CSC2=NN3CCCC(=O)N=C3S2)s1	-21%	-25%	-3%
c1ccc(-c2noc(CN3CCOCC3)n2)cc1	6%	3%	2%
Cc1ccc(OCc2n[nH]c(=S)n2C2CCCCC2)cc1	18µM*	29µM*	-17%

# (further entries)
Compound	TDP1 cell noCPT	TDP1 cell CPT	KAT2A inh
CCOc1ccc(N(C)C(=O)CS(=O)(=O)c2cccc3nsnc23)cc1	u	11%	5%
CCOc1ccc(NS(=O)(=O)c2ccc(C)c(C(N)=O)c2)cc1	u	21µM*	4%
O=C(O)c1ccc(NCc2cccs2)cc1	16%	10%	2%
O=c1c2ccccc2n(Cc2c(F)cccc2Cl)c(=O)n1Cc1ccccc1	-25%	u	-15%
CCc1ccccc1NC(=O)Nc1cc(C(=O)NCc2ccc(OC)cc2)ccc1N1CCCC1	9.2µM*	12µM*	1%
Cc1cccc(OCC(=O)Nc2cccc(C(=O)OCc3cc(=O)n4nc(C(C)C)sc4n3)c2)c1	12µM*	u	-5%
O=C(O)c1cc(S(=O)(=O)N2CCN(C(c3ccccc3)c3ccccc3)CC2)ccc1Cl	28%	14%	-6%
COc1ccccc1/C=C/c1ccc2cccc(O)c2n1	u	u	-2%
COc1cc(NC(=O)CSc2nc3nc(C)c(Cc4ccccc4)c(C)n3n2)cc(OC)c1	8.2µM*	21µM*	-15%
CC(C)(C)c1cc(CN2CCC(O)CC2)cc(C(C)(C)C)c1O	-25%	1%	-2%

# Continued:
Compound	TDP1 cell noCPT	TDP1 cell CPT	KAT2A inh
CCc1ncc(C(O)c2cccc3ccccc23)n1C (centres undefined)	-20%	-8%	1%
OC1CCN(c2ncnc3nc[nH]c23)CC1	-5%	-9%	2%
S=C(NCCc1ccccc1)N/N=C/c1ccc(Cl)cc1	u	u	-8%
O=C(Cn1c(-c2cncs2)nc2ccccc21)NCCc1ccccc1	u	-3%	3%
Cc1ccc(S(=O)(=O)N2[C@@H](c3ccccc3)C(C(=O)O)=CC[C@H]2c2cccc(Cl)c2)cc1	0%	-4%	-23%
O=C(c1ccc(N2CN(C(=O)c3ccco3)c3nc4ccccc4nc32)cc1)N1CCOCC1	23µM*	13µM*	-8%
COc1ccc(OCC(=O)NCCNC(=O)c2ccncc2)cc1	0%	24%	-4%
CCCC12CN3CCN(CC(C3)/C1=N\NC(=O)c1ccc(F)cc1)C2	10%	-3%	-3%
CCN(CC(=O)NC1CCS(=O)(=O)C1)c1nc(-c2ccccc2)nc2ccccc12 (centres undefined)	u	u	-2%
COC(=O)c1cccc(NC(=S)Nc2cccc(Cl)c2Cl)c1	-20%	10%	-8%

# Record cards, as listed above. Values in the order: TDP1 cell noCPT | TDP1 cell CPT | KAT2A inh
# `CCN(CC(=O)NC1CCS(=O)(=O)C1)c1nc(-c2ccccc2)nc2ccccc12` (centres undefined) is entered as u | u | -2%
# `CCCC12CN3CCN(CC(C3)/C1=N\NC(=O)c1ccc(F)cc1)C2` is entered as 10% | -3% | -3%
# `O=C(Cn1c(-c2cncs2)nc2ccccc21)NCCc1ccccc1` is entered as u | -3% | 3%
# `COc1ccc(OCC(=O)NCCNC(=O)c2ccncc2)cc1` is entered as 0% | 24% | -4%
# `COC(=O)c1cccc(NC(=S)Nc2cccc(Cl)c2Cl)c1` is entered as -20% | 10% | -8%

# Continuation:
Compound	TDP1 cell noCPT	TDP1 cell CPT	KAT2A inh
COCCNC(=O)c1c(CSc2ccccc2)noc1C(=O)NCc1ccccc1	2%	-17%	13%
O=C(NC12CC3CC(CC(C3)C1)C2)c1ccc(-c2cccc(Cl)c2)o1	u	u	21%
COc1ccc2cc(C3(C)NC(=O)N(CC(=O)NCc4ccco4)C3=O)ccc2c1 (centres undefined)	u	-3%	-3%
Cc1cccc(NC(=O)C2CCCN(S(=O)(=O)c3ccc4[nH]c(=O)ccc4c3)C2)n1 (centres undefined)	-10%	u	-15%
CCOC(=O)N1CCN(S(=O)(=O)c2ccc(C)cc2)C1c1ccccc1 (centres undefined)	u	u	0%
COC(=O)c1ccccc1NC(=O)COC(=O)c1ccccc1N=Nc1ccc(N(C)C)cc1	16µM*	16µM*	-5%
CCOC(=O)C1(CCOc2ccccc2)CCN(C(=O)CCSC)CC1	u	-25%	x
Cc1ccc(Sc2c(C)nn(C(=O)c3ccc(Cl)cc3)c2C)cc1	-4%	6%	-13%

# Three compounds picked at random from the list so far, as already listed:
Compound	TDP1 cell noCPT	TDP1 cell CPT	KAT2A inh
CCOC(=O)C1(CCOc2ccccc2)CCN(C(=O)CCSC)CC1	u	-25%	x
CCOC(=O)N1CCN(S(=O)(=O)c2ccc(C)cc2)C1c1ccccc1 (centres undefined)	u	u	0%
COC(=O)c1ccccc1NC(=O)COC(=O)c1ccccc1N=Nc1ccc(N(C)C)cc1	16µM*	16µM*	-5%

# Not all compounds are listed; rates above refer to the full screens.
